# EBV gp42 block – inhibitors of Epstein-Barr virus glycoprotein 42; AID 1085; Q1HVG2; inhibition, % (tested at 21.74 µM); 0.42% of 220,000 active; Fluorescence polarization binding assay, mP read-out; in the data active = inhibition above about 50%
# Target sequence (Q1HVG2 whole entry, looked up): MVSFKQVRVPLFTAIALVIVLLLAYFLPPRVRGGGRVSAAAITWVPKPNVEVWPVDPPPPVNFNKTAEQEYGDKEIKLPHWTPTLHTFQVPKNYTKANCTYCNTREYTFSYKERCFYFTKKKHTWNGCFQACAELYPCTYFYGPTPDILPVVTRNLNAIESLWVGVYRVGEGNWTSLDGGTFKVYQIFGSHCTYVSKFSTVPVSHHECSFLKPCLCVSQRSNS
# PPC-1+TRAIL kill – compounds killing PPC-1 cancer cells with TRAIL present (potentiator screen, no TRAIL-free arm). PPC-1 cells + TRAIL, ATPLite viability luminescence. cell killing (% activity), % at 4 µM. 0.41% of 220,000 active. AID 1443;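 active = cell killing above 50% in the first pass at 4 µM, then a duplicate retest at 5 µM averaging 50% or more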;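 note: plate controls were cells with TRAIL plus DMSO for no effect and medium-only wells lacking cells for full effect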
# TRPML3 ag – human mucolipin-3 channel agonism; activation, % at 3 µM; Q8TDD5; 0.29% of 220,000 active; AID 1448; HEK293 TRPML3-YFP, Fluo-8 calcium fluorescence; 100% = the carbachol control signal;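 active = activation above its plate's cutoff, the mean activation of the plate's test wells plus 3 SD, cut at about 12% in these data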;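 note: 0% = DMSO only wells and 100% = carbachol wells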
# Target sequence (Q8TDD5 whole entry, looked up): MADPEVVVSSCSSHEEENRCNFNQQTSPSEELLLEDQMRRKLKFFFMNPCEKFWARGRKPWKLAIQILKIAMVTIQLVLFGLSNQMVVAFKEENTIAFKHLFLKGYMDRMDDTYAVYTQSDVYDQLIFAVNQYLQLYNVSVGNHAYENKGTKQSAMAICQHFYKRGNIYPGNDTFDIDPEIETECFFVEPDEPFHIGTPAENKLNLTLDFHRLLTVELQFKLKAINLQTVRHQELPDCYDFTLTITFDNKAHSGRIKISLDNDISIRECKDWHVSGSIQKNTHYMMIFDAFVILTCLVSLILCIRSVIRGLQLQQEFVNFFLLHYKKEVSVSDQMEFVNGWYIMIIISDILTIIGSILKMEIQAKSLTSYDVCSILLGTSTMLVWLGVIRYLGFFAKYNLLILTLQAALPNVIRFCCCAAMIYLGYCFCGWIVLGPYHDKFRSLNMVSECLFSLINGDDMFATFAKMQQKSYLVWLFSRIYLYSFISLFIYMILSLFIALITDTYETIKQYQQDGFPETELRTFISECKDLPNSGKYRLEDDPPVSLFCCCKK
#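 system = HEK293 cells stably carrying human TRPML3-YFP | doses = one concentration, 3 µM nominal, 0.3% DMSO | timing = dye loading 1 h 37 °C then 30 min ambient, 125 s read | detection = Fluo-8 calcium dye fluorescence, ex 470-495, em 515-575 nm | benchmarks = high control carbachol 87 µM, low control DMSO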
# zfTRPN1 agonist – activates the zebrafish TRPN1 channel. 0.18% of 220,000 active. HEK293 zebrafish TRPN1-YFP, Fluo-8 calcium fluorescence; 100% = response to 87 µM carbachol. AID 1424. activation, % at 3 µM;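 active = activation above its plate's cutoff, the mean activation of test wells on that plate plus 3 SD, cut at about 19% in these data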;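 note: 0% = DMSO alone and 100% = 87 µM carbachol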
#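 Assay system: Zebrafish TRPN1-YFP in HEK293 cells | Incubation: Dye loading 1 h at 37 °C, then 30 min room temperature | Measured by: Kinetic Fluo-8 fluorescence, ex 470-495, em 515-575 nm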
# TbHK1 inh – blocks Trypanosoma brucei hexokinase 1 activity; 0.11% of 220,000 active; recombinant TbHK1, G6PDH-coupled NADH A340; inhibition, % at 10 µM;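 active = inhibition of 50% or more in the single-dose primary screen; inactive = inhibition below 50%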
# Cl transport mod – KCC2 (human) Cl- transport modulation | KCC2 cells, thallium flux FluoZin-2 fluorescence | 2.2% of 190,000 active | B-score of Tl+ flux slope (higher = more flux/activation; lower = inhibition) at 10 µM | AID 1456 | Q9H2X9;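 active = thallium flux slope and its plate-corrected score both differing from the plate sample mean at a set confidence after two filtering rounds, in either direction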;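 note: slope of fluorescence scaled to starting intensity during 10 to 20 s after thallium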
# m-calpain inh – inhibitors of pig calpain II | purified calpain II, fluorogenic peptide substrate, 30 min | AID 1236 | 0.37% of 220,000 active | inhibition, % at 16 µM;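 active = inhibition above about 50%, limit read from the data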
# Furin inh – blocks human furin protease activity | P09958 | purified furin, fluorogenic substrate cleavage | inhibition, % at 30 µM | 0.061% of 220,000 active | AID 463115; in the data active = inhibition above about 25%; note: inactives centre near -15
# Thrombin inh – inhibitors of human thrombin | 0.26% of 220,000 active | alpha-thrombin, Boc-VPR-AMC fluorogenic substrate cleavage | inhibition, % at 5 µM;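 active = inhibition at or above 40%; inactive = inhibition below 40%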;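 note: 0% = enzyme with no compound and 100% = wells without enzyme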
#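 Assay system: human alpha-thrombin enzyme. Reagent: Boc-VPR-AMC substrate, 15 µM final. Compound dosing: one concentration per compound, 5 µM, with 0.2% DMSO. Incubation: room-temperature reaction. Technique: AMC fluorescence, 355/460 nm. Measure: % inhibition relative to enzyme controls and enzyme-free blanks.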
# * hit, by the source's call; / = not tested or not shown; [ ] = dose if it differs, or a comment.
# Second line of a record: EBV gp42 block	PPC-1+TRAIL kill	TRPML3 ag	zfTRPN1 agonist	TbHK1 inh	Cl transport mod	m-calpain inh	Furin inh	Thrombin inh
Cn1c(=O)c2c(nc(NCc3ccc4c(c3)OCO4)n2Cc2ccccc2)n(C)c1=O
  -9	23	0.6	-1.1	4	-0.17	-4	-21[20 µM]	-2
O=C(NCc1ccco1)C(c1ccccc1)N(CC1CCCO1)C(=O)Cn1nnc2ccccc21 (stereo not drawn)
  -8	/	-0.1	0.1	6	/	-5	-17	-5
O=C(Nc1cccnc1)c1sc2cccc(F)c2c1Cl
  -4	-10	0.2	0.7	-5	-0.047	4	-32	-6
Cn1c(CN2CCOCC2)nnc1SCC(=O)Nc1ccc2c(c1)OCCO2
  0	-3	0.2	1.7	2	-1	12	-13[20 µM]	-6
COc1cc(OC)cc(C(=O)Nc2ccc(-c3nc4ccccc4o3)cc2)c1
  1	11	0.5	0.5	-31	/	-126	-14	2
CC(C)Nc1nc(NC(C)C)nc(Oc2ccc(OCc3ccccc3)nn2)n1
  -21	21	-0.7	1.0	-4	/	-8	-2[20 µM]	3
Cc1ccc(CN=Cc2[nH]c3ccc(Br)c(Cl)c3c2O)cc1
  -15	22	0.2	1.2	-13	-3.3	-64	-6[20 µM]	12
O=C(c1cc(C2CC2)on1)N1CCOCC1
  -2	-3	/	/	-10	-0.089	-12	-16	-5
COC(=O)c1ccc(/C=C2\N=C(SC)SC2=O)cc1
  -16	-10	0.8	0.3	-8	0.31	16	-20	-1
C=CCSc1nc2sc(C)c(C)c2c(=O)[nH]1
  -11	-20	-0.1	-0.5	-2	1.5	-4	-27	-2
C=CCn1c(SCC(=O)Nc2sccc2C(N)=O)nc2sc(CC)cc2c1=O
  -17	9	-0.3	3.6	-1	/	-50	-17[20 µM]	-2
CC(C)(C)NC(=S)N/N=C/c1c(Cl)cccc1Cl
  -14	-13	-0.3	-0.5	-21	7.8*	16	-4	-7
CSCC(=O)Nc1nc(-c2ccc3c(c2)OCCO3)cs1
  -7	1	3.0	5.8	2	-0.083	-10	-37	1
CC1(C)[C@@H](O)CC[C@]2(C)C3C(O)C=C4[C@H]5C[C@@](C)(C(=O)O)CC[C@]5(C)CC[C@]4(C)[C@]3(C)CC[C@@H]12 (stereo partly drawn)
  -26	-1	/	/	4	-0.6	-54	-29	-3
COc1cc(C(=O)NNC(=O)C2CC=CCC2C(=O)O)cc(OC)c1OC (stereo not drawn)
  -7	-10	0.5	0.1	1	-0.49	-8	-5	-4
COc1ccc(OC)c(NC(=O)CSc2nnc(CCCO)n2-c2ccccc2)c1
  -2	7	0.1	-1.4	2	-1.2	21	-17[20 µM]	-8
O=C(c1cccn(Cc2cccc(Cl)c2)c1=O)N1CCOCC1
  -14	-7	-0.1	1.2	-1	0.36	14	2[20 µM]	3
O=C(NNC1=C(C(=O)C(F)(F)F)CCC1)c1ccc(Cl)cc1
  -12	-21	-0.3	-0.1	1	1.9	-21	-19[20 µM]	-12
O=C(O)CCC1OC(=O)C(O)=C1c1ccccc1 (stereo not drawn)
  -12	13	/	/	-26	0.56	24	-29	1
CCCc1cc(N2CCCC2)n2nc(C)c(-c3ccccc3)c2n1
  -20	22	-0.4	-0.4	-11	1	-219	-14[20 µM]	-3
C/C(N)=C(/C#N)C(=O)CSc1nnc(NC(C)C)s1
  19	0	0.5	0.8	4	/	-29	-27	6
CCOC(=O)c1c(NC(=O)COC(=O)C2CC2C)sc(C)c1C (stereo not drawn)
  -13	-7	0.7	0.7	4	-0.94	20	-15	-3
CC1Cc2ccccc2N1CC(=O)Nc1cccc(S(N)(=O)=O)c1 (stereo not drawn)
  1	10	0.6	-1.3	-4	0.89	-2	-18	-16
Cc1ccnc(N=Cc2c(O)ccc3oc4c(c23)CCCC4)c1
  26	-3	1.1	0.4	-3	-0.038	-16	-20	-1
O=C(CC1NC2CCCCC2NC1=O)Nc1cccc(C(F)(F)F)c1 (stereo not drawn)
  -25	11	0.3	0.0	0	1.1	-9	-7[20 µM]	0
Cc1cc(C)c(S(=O)(=O)CCC(C)C)c(=O)[nH]1
  -23	20	-0.2	0.7	-1	/	-17	-19	2
Cc1ccc(S(=O)(=O)N2CCOCC2)cc1NC(=O)COC(=O)c1ccc2c(c1)OCCO2
  -19	25	0.5	0.7	0	-1.5	21	-24	0
COc1ccc(NC(=O)CCN2CCC(C)CC2)cc1
  -11	8	0.4	1.3	-7	/	-22	-2[20 µM]	0
COc1ccc(-c2oc3cc(OC)c(O)c(OC)c3c(=O)c2OC)cc1O
  -11	21	-1.5	0.4	-26	-1.1	28	-9	4
O=c1c2[nH]c3ccc(F)cc3c2ncn1CC1CCCO1 (stereo not drawn)
  -11	4	0.1	1.6	-15	1.1	3	-5	16
CC(C)CCNC(=O)COc1ccc2c3c(c(=O)oc2c1)CCC3
  -22	3	0.6	-0.3	-5	0.3	-54	-9	-1
Nc1ccc2c(c1)N1CCN=C1S2
  -8	19	0.5	1.6	-5	/	8	-1	-3
CCO[C@@H]1OC(C(=O)NC2CC2)=C[C@H](C(C)(C)C)[C@H]1CCCO
  5	0	/	/	-10	2.2	-9	-24	-8
Cc1sc(NC(=O)CN(Cc2ccccc2)C(=O)C(C)C)c(C(N)=O)c1C
  -10	11	0.9	-0.7	6	-2.2	3	-20	-3
CSc1nc(-c2ccccc2)nn1S(=O)(=O)c1ccc(Cl)cc1
  2	19	0.6	1.2	-8	/	13	-20[20 µM]	1
CC(C)(C)OC(=O)N1CCC(C(=O)N2CCCCCC2)CC1
  9	-8	1.0	1.5	3	0.72	0	-10	-2
O=C(Cc1cccs1)NC1CCCC1
  -24	-6	0.1	1.4	-2	1	-21	-23	-7
COc1cccc(C(=O)Cn2c(=N)n(C)c3ccccc32)c1
  -15	54*[5 µM]	0.1	-0.5	5	-0.021	-29	-17	0
C#CCSc1nnc(-c2sc3ccccc3c2Cl)o1
  7	11	0.5	-0.3	2	2.2	50*	-7[20 µM]	11
CC(c1ccccc1)n1cc(C(=O)NCc2ccccn2)nn1 (stereo not drawn)
  -14	24	1.5	0.9	-1	-0.32	-9	-18[20 µM]	2
Cc1cc(C)n(C)c(=O)c1C#N
  -6	0	-0.6	1.0	-14	0.34	-26	-15	-3
CC(C)C(=O)N=c1sc2cc(F)cc(F)c2n1C
  -12	12	1.0	0.8	4	/	-8	-8	-5
O=C(/C=C/c1c(F)cccc1Cl)c1ccc(O)cc1
  -11	13	0.3	1.9	-15	-1.3	-20	-26	-16
O=C(NC(=S)N(Cc1ccccc1)c1ccccn1)C1CC1
  -14	14	0.7	0.3	-8	0.31	-8	-19	-7
Cc1nn(-c2ccccc2)c(C)c1/C=N/Nc1nc2ccccc2[nH]1
  6	29	-0.8	-2.1	-22	-1.1	18	-21	1
N#Cc1ccc(-c2ccco2)nc1SCc1ccccc1
  -19	-6	-0.8	0.0	29	-1.3	-21	-12	-4
O=C(c1cccs1)N1CCCC(c2ccccc2)C1 (stereo not drawn)
  -3	16	-0.2	-2.1	-5	-1.7	21	-25[20 µM]	-1
Cc1nnc(SCC(=O)N2CCN(C(=O)c3ccco3)CC2)n1-c1ccccc1
  1	10	0.6	-0.2	-4	0.87	-17	-18	-7
Nc1nc(NCc2ccco2)nc(Nc2ccccc2)c1[N+](=O)[O-]
  -18	3	0.1	0.3	-22	/	21	-12	-6
O=C(NCCN1CCN(C(=O)c2cccs2)CC1)c1cccs1
  -9	15	0.2	-1.2	4	0.45	-49	-4[20 µM]	5
O=C(CN1C(=O)CC(c2ccccc2)S(=O)(=O)c2ccccc21)N1CCOCC1 (stereo not drawn)
  -10	/	0.3	0.5	1	0.1	-9	-24	0
Cc1ccc(S(=O)(=O)N2CCCCC2)cc1NC(=O)COC(=O)c1cc[n+]([O-])cc1
  1	-16	0.4	1.6	4	-0.74	3	-12	-4
COc1ccc(CCNC(=O)C23CN(Cc4ccccc4)CC2C(c2ccc([N+](=O)[O-])cc2)=NO3)cc1 (stereo not drawn)
  -13	18	-0.1	-1.6	-7	-2.2	9	-18[20 µM]	2
CCOC(=O)N1CCC(NC(=O)c2ccc3snnc3c2)CC1
  -10	4	0.1	1.7	-1	0.053	-11	-25	2
O=C(NC1CCCCC1)N1CCCc2ccccc21
  -3	6	0.3	-2.0	-4	-0.071	19	-1	2
CCOC(=O)CCP(=O)(O)C(O)c1ccc(OC)cc1 (stereo not drawn)
  -1	11	0.5	1.6	4	0.67	11	-9	-1
CCOC(=O)/C(C#N)=C/Nc1cc(C(=O)OCC)cc2c(OC)c(OC)ccc12
  -11	16	1.2	0.7	-30	0.082	-191	-12	-6
Cc1ccc(C)c(-n2[nH]c3c4c(ccc3c2=O)C(=O)c2ccccc2C4=O)c1
  8	7	-0.3	-0.2	10	-0.047	-20	-16	-2
Cc1cc(-n2c(C)c3c(C)nnc(C)c3c2C)ccc1N
  -4	12	0.2	-1.1	-13	-0.44	-19	-24	-3
CCn1c(=O)c([N+](=O)[O-])c(NCc2ccc3c(c2)OCO3)c2ccccc21
  3	7	-0.6	0.1	-10	-0.68	-26	-13	-5

# Ordered by value in Thrombin inh (high to low): 3 of the compounds above.
Molecule,EBV gp42 block,TRPML3 ag,TbHK1 inh,Cl transport mod,m-calpain inh,Furin inh,Thrombin inh
COc1ccc(CCNC(=O)C23CN(Cc4ccccc4)CC2C(c2ccc([N+](=O)[O-])cc2)=NO3)cc1 (stereo not drawn),-13,-0.1,-7,-2.2,9,-18[20 µM],2
N#Cc1ccc(-c2ccco2)nc1SCc1ccccc1,-19,-0.8,29,-1.3,-21,-12,-4
CCn1c(=O)c([N+](=O)[O-])c(NCc2ccc3c(c2)OCO3)c2ccccc21,3,-0.6,-10,-0.68,-26,-13,-5

# Next part.
# Second line of a record: EBV gp42 block	PPC-1+TRAIL kill	TRPML3 ag	zfTRPN1 agonist	TbHK1 inh	Cl transport mod	m-calpain inh	Furin inh	Thrombin inh
CCCCNS(=O)(=O)c1ccc2nc(SCC(=O)Nc3ccccc3)[nH]c2c1
  4	30	0.3	2.9	12	0.79	35	5	-4
Cc1nc2ccccn2c1C(=O)NCC(C)C
  -1	13	0.9	0.5	0	0.02	9	-9	-4
O=C1/C(=C/c2ccc(F)cc2)Oc2cc(OC(=O)N3CCOCC3)ccc21
  -5	10	0.8	1.2	-38	0.27	-25	-10	2
Cc1cccc(-n2c(O)c(C=NC3CCS(=O)(=O)C3)c3ccccc3c2=O)c1 (stereo not drawn)
  -2	3	0.0	-0.2	-23	-0.46	11	-26[20 µM]	-1
O=C(NCCc1ccccc1)/C(=C\c1ccc([N+](=O)[O-])cc1)NC(=O)c1ccc(Br)cc1
  1	8	0.5	-0.4	-8	0.38	26	-12	-5
COc1ccc(S(=O)(=O)N2CCSC2c2ccc(N)cc2)cc1 (stereo not drawn)
  -12	-5	-0.1	0.6	2	-0.014	23	-16	-4
COc1ccccc1OCC(=O)Nc1ccc(C(N)=O)cc1
  -22	-5	0.6	0.3	-4	0.15	6	-18[20 µM]	5
NNC(=O)c1cnn(-c2ccccc2)c1C(F)(F)F
  -17	9	0.5	1.2	7	0.88	-19	-29	-7
O=C(Nc1ccc(-c2cn3c(n2)SCC3)cc1)c1ccc2c(c1)OCO2
  -7	19	3.2	3.6	-8	-0.19	-50	-28	-6

# Individual results from the list.
# `Cc1nc2ccccn2c1C(=O)NCC(C)C` in m-calpain inh is entered as 9
# `Cc1cccc(-n2c(O)c(C=NC3CCS(=O)(=O)C3)c3ccccc3c2=O)c1` (stereo not drawn) in Thrombin inh is entered as -1
# `COc1ccc(S(=O)(=O)N2CCSC2c2ccc(N)cc2)cc1` (stereo not drawn) in Thrombin inh is entered as -4

# From PubChem BioAssay
